Screens: PubChem, several laboratories
RT RNaseH block: inhibitors of HIV-1 reverse transcriptase RNase H; RT-RNase H RNA/DNA duplex cleavage, fluorescence; inhibition, % at 10 µM; 65,000 tested, 1.9% active; AID 565; in the data active = inhibition above about 50%
RmlCD inh mix: mixture blocks RmlC and RmlD coupled enzyme activity; RmlC/RmlD coupled enzyme inhibition, 384-well mixture HTS; inhibition, % at 5.5 µM; 110,000 tested, 0.39% active; in the data active = inhibition above about 30%, passing the limit was not always enough; also: strong numbers were not always called active
The depositor's hits bear a star; x = not tested or not shown; & = joins results of further samples. Not all compounds are listed; rates above refer to the full screens.

Each structure is followed by: RT RNaseH block | RmlCD inh mix
O=C(Cc1ccccc1)Nc1ccc2oc(-c3cccnc3)nc2c1
 : 3 | 46
CCOC(=O)C1CCCN(C(=O)c2cc3nc(-c4ccc5c(c4)OCO5)cc(C(F)(F)F)n3n2)C1 (centres undefined)
 : x | -40
Brc1ccc2nc3c(n2c1)CCCC3
 : -2 | -12
NC(=O)NCc1ccccc1
 : x | 5
Clc1cccc(NC2=NCCC2)c1
 : x | -9
O=C1c2ccccc2C(=O)N1c1nc2nccc(-c3ccccc3)n2n1
 : -12 | 13
Cc1cccc(NC(=O)NCC(F)(F)F)n1
 : x | -6
CCOP(=O)(c1ccccc1Cl)C1(O)CCCCC1 (centres undefined)
 : 0 | 4
COCCN(C(=O)c1ccco1)c1nnc(-c2ccc(OC)cc2)s1
 : x | -11
Cc1ccc(-c2cn3c(n2)CCCC3)cc1
 : -6 | -1
O=C1CS/C(=C\[N+](=O)[O-])N1c1ccccc1
 : x | 7
O=c1c2ccccc2nc(SCc2cc(F)cc3c2OCOC3)n1Cc1ccco1
 : -16 | 8
CCOC(=O)c1c(NC(=O)CNCCO)sc(C)c1C
 : -7 | -53
COc1ccc(C2CC3CC(c4ccccc4)N2O3)cc1 (centres undefined)
 : -9 | 5
COc1cccc(C(=O)NC(C)C(c2cccs2)N2CCOCC2)c1 (centres undefined)
 : x | 36
COc1ccccc1NC(=O)N1CCN(c2ccccn2)CC1
 : -15 | -29
CSc1nnc2c3cc(F)ccc3n(Cc3ccccc3)c2n1
 : 16 | 10
CCOC(=O)CNC(=O)Cn1cnc2c(nnn2-c2ccc(F)cc2)c1=O
 : -4 | -84
CCOC(=O)c1sc(C)c(C(=O)NCCCN2CCOCC2)c1N
 : -2 | 6
COc1cccc(-c2noc(CCC(=O)NC3CCCCC3)n2)c1
 : -5 | 2
COC(=O)CCn1nnc(-c2ccc(C(C)C)cc2)n1
 : -5 | 5
O=C(Cn1cc2c(n1)CCCCC2)NCc1cccs1
 : -8 | -7
CC(C)(C)OC(=O)NCCCC[C@H](NC(=O)c1[nH]cnc1C(=O)N[C@@H](Cc1ccccc1)C(=O)OC(C)(C)C)C(=O)OC(C)(C)C
 : x | 6
Cc1ccc(-c2cc(N)n(-c3ccccc3)n2)cc1
 : x | -7
CCOC(=O)c1sc(=S)n(CC)c1NC(=O)CC
 : x | 10
CC1=C(C#N)C(c2ccoc2)C(C(=O)OCc2ccccc2)=C(N)S1 (centres undefined)
 : -47 | 3
CCCCOC(=O)c1ccc(NC(=O)CSc2nncn2C)cc1
 : -10 | 1
Oc1ccc(-c2nccc(-c3cccs3)n2)cc1
 : x | 0
Cc1ccc(S(=O)(=O)NNC(=O)c2sc3nc(C)cc(C)c3c2-n2cccc2)cc1
 : x | 4
COc1ccc(CCNC(=O)CN(c2ccc(OC)c(OC)c2)S(C)(=O)=O)cc1OC
 : 0 | -32
Cc1nc2ccccc2n1/N=C/c1ccc([N+](=O)[O-])o1
 : x | 64
CCC(C)(C)NC(=O)CN(Cc1cccs1)C(=O)CCC(=O)Nc1nccs1
 : x | -6
NC(=O)CC(NC(=O)c1cccc(Br)c1)c1ccc(N2CCC(N3CCCC3)CC2)c([N+](=O)[O-])c1 (centres undefined)
 : x | -9
Cc1ccc(Cc2c(C)nc3c(C(=O)O)cnn3c2C)cc1
 : 7 | x
CC(C)Cn1c(CN2CCCCC2C)nc2c1c(=O)n(C)c(=O)n2C (centres undefined)
 : -5 | 7
COC/C=C/C1=CC2=CC(=O)C(C)(OC(=O)CCC(=O)OC)C(=O)C2=CO1 (centres undefined)
 : x | 29
Cc1ccc(OCc2nc(-c3ccccn3)n[nH]2)cc1
 : x | -18
Cc1ccc(-c2cccc(C3CC=CC4C3C(=O)N(Cc3ccccc3)C4c3ccc(C(F)(F)F)cc3)c2)cc1 (centres undefined)
 : x | -11
O=C1CN(C(=O)c2ccccn2)c2ccccc2N1
 : -2 | 5
CCc1ccc(NC(=O)CCc2nc3cccnc3n2Cc2ccc(OC)cc2)cc1
 : x | 11
COCC(C)n1c(C)cc(C(=O)CN2C(=O)NC3(CCCCC3C)C2=O)c1C (centres undefined)
 : -26 | 5
Clc1ccc(SCCn2cncn2)cc1
 : -1 | -11
Cn1cccc1Cc1nnc(SCC(=O)Nc2ccc(F)cc2)n1CCc1ccccc1
 : -46 | 8
CCCCOc1cc(C(=O)NCCN(CC)CC)c2ccccc2n1
 : 2&-4 | -14&-1
COC(=O)c1ccccc1NC(=O)Nc1ccc(C(=O)N2CCCC2)cc1
 : -9 | 5
CCOC(=O)c1sc(NCc2ccco2)c(-c2nc3ccccc3s2)c1N
 : 14 | -7
CCCCOC(=O)Cn1c(=O)n(CC(=O)OCCCC)c2ccccc21
 : x | 5
CCOC(=O)CSc1nc(-c2ccncc2)ccc1C#N
 : -12 | 1
COC(=O)c1ccc(OCC(=O)c2ccccc2)cc1
 : x | -18
CCN(CC)c1ccc(N=Cc2c(O)n(Cc3ccccc3)c(=O)[nH]c2=O)cc1
 : x | 25
CC(C)C(=O)Nc1nnc(-c2ccccc2)o1
 : -6 | -9
Cc1ccc2nc(C3CCCN(C(=S)Nc4ccccc4C)C3)[nH]c2c1 (centres undefined)
 : x | -2
Cc1occc1-c1nnc(SCC(=O)NCc2cccs2)n1-c1ccc(F)cc1
 : -5 | 9
CSC(=NC#N)N1CCN(c2ccc(Cl)cc2)CC1
 : x | 1
c1ccc(-n2ncc3c(N4CCN(c5ccccn5)CC4)nc(N4CCCCCC4)nc32)cc1
 : 16 | -12
OCCNc1nc(N2CCCC2)nc(N2CCCC2)n1
 : x | 22
CCSc1ccccc1C(=O)NCc1ccc(OC)cc1
 : x | 3
CCOc1ccc(-c2cn(S(=O)(=O)c3cccc4nsnc34)nc2N)cc1
 : -36 | 8
O=c1[nH]ncc2c3ccccc3n(Cc3ccc(F)cc3)c12
 : -38 | 8
C=CCOc1ccc(CNn2c(C)n[nH]c2=S)cc1OC
 : x | 8

The list goes on:
Each structure is followed by: RT RNaseH block | RmlCD inh mix
CCOC(=O)[C@@H]1[C@H]2COc3ccc(Br)cc3[C@@H]2N2C(=O)N(c3cccc(F)c3)C(=O)[C@]12C
 : x | -8
Cc1ccc(-c2nnc3ccc(SCC(=O)Nc4cc(C)on4)nn23)cc1
 : 2 | 8
CCCCn1c(NC(=O)c2ccco2)c(C(=O)OCC)c2nc3ccccc3nc21
 : 22 | 17
COc1ccccc1OCC(=O)Nc1ccc(S(=O)(=O)Nc2cc(C)nc(C)n2)cc1
 : -7 | 8
COc1ccc(OC)c(S(=O)(=O)N(C)CC(=O)N2CCc3ccccc3C2)c1
 : -44 | 4
N#CCCn1c2ccccc2c2nc3ccccc3nc21
 : -8 | -11
Cc1ccc(CNC(=O)CSc2nc(C)cc(C)c2C#N)cc1
 : -6 | 5
N#Cc1c(SCC(=O)N2CCCCC2)nsc1SCC(=O)N1CCCCC1
 : 5 | 1
COC(=O)c1ccc(C(=O)OC)c(NC(=O)CSc2nnc(-c3ccccc3Cl)o2)c1
 : -30 | -15
COc1cc(C)c(C(C)C)cc1S(=O)(=O)NCCCn1ccnc1
 : -40 | 8
O=C(OCCCN1CCCC1)C1(c2ccccc2)CCCC1
 : -1 | -15
CC1CCCN(S(=O)(=O)c2cc(Cl)ccc2Cl)C1 (centres undefined)
 : -111 | 5
COCC(C)NC(=O)c1ccccc1OC(C)=O (centres undefined)
 : -6 | 4
CCn1c(SCc2cccc(C(=O)O)c2)nnc1-c1ccccc1
 : -10 | 14
CCOc1ccc(NC(=O)CN2CCN(CC(=O)Nc3ccc(F)c(F)c3)CC2)cc1
 : 0 | 6
COc1ccc(-n2c(SC(CN3CCCCC3)CN3CCCC3=O)nc3ccccc3c2=O)cc1 (centres undefined)
 : x | -8
CCC(=O)N1CCN(c2nc(-c3ccc(Cl)cc3)cs2)CC1
 : x | -2
CCOc1ccc2nc(NC(=O)C3CCCN(S(=O)(=O)c4cccc5nonc45)C3)sc2c1 (centres undefined)
 : x | -1
CCOc1ccccc1NC(=O)N1CCCC1C(=O)Nc1nnc(CC)s1 (centres undefined)
 : -3 | 5
COc1cccc(NC2=NCC(=O)N2Cc2cccs2)c1
 : -8 | x
C=CCn1c(-c2cccc(OC)c2)nc2nc3ccccc3nc21
 : x | 29
COc1ccc(N(C(C)C(=O)NCc2ccco2)S(C)(=O)=O)cc1 (centres undefined)
 : 2 | -1
COc1ccc(Cn2c(/C=C/c3ccccc3)nc3ccccc32)cc1
 : x | -19
CCn1c(SCC(=O)NC2CCCCC2)nc2c(c1=O)SC(C)C2 (centres undefined)
 : 4 | x
CCn1nc(NC(=O)c2ccccn2)c2cc3cccc(C)c3nc21
 : 8 | -88
CCOc1cc2c(cc1OCC)C(c1ccc(O)c(OC)c1)NCC2 (centres undefined)
 : -6 | x
COc1ccc(N2CCC(CNC(=O)Nc3ccccc3)C2)cc1 (centres undefined)
 : x | 2
COc1ccc(CCN2C(=O)C(Oc3ccccc3C)C2c2ccc3c(c2)OCO3)cc1OC (centres undefined)
 : x | -6
O=C(CNC(=O)c1ccco1)NCC(=O)OCc1ccccc1Br
 : -2 | 6
CCOC(=O)C1CCN(C(=O)C2CCCCC2)CC1
 : -6 | 20
Cc1ccc(SCc2cc(=O)n3[nH]cnc3n2)cc1
 : -6 | 3
CC(=O)c1cccc(NC(=O)Nc2ccc3c(c2)N(C)C(=O)CS3)c1
 : -18 | -39
CN1CCN(c2cc(=O)n(C3CCCCC3)c(=O)[nH]2)CC1
 : -15 | 6
CCN1C(=O)CC(C(=O)Nc2ccc(F)cc2)SC1=Nc1cccc(OC)c1 (centres undefined)
 : 11 | x
c1ccc(C2[C@H]3CN(CC4CCCCC4)[C@H](c4ccccc4)C34CC2(c2ccccc2)C4)cc1 (some centres undefined)
 : x | -13
CCOC(=O)C1CCCN(Cc2nc(N)nc(Nc3ccc(Cl)cc3)n2)C1 (centres undefined)
 : -14 | -15
COc1cccc(C(=O)/C=C/Nc2ccc(S(=O)(=O)Nc3cccc(C(C)=O)c3)cc2)c1
 : x | 5
Cc1cc2nc(-c3ccc(NC(=O)C(C)C)cc3)oc2cc1C
 : 22 | x
CCOc1c2ccc(C(=O)NCC34CC5CC(CC(C5)C3)C4)cc2nn1CC
 : x | -39
CSc1ccc(S(=O)(=O)NCc2ccc(C)cc2)cc1
 : x | 5
Cc1cc(Oc2ccc(-c3ccccc3)cc2)n2ncnc2n1
 : -16 | -2
CCOC(=O)c1cc2c(s1)-c1c(C)cccc1OC2
 : x | -213
O=C1c2cccc3cccc(c23)C(=O)N1OS(=O)(=O)c1ccccc1
 : x | -7
COC(=O)c1cc(NC(=O)/C=C/c2ccc3c(c2)OCO3)cc(C(=O)OC)c1
 : x | -37
COC(=O)C1=C(c2cccc(OC)c2OC)C[C@@H]2CC[C@H]1N2C(=O)NC1CC1
 : x | -2
Cc1cccc2cc(C#N)c(SCC(=O)N3CCC(C)CC3)nc12
 : -2 | -8
CC1CC(C)CN(CCCNC(=O)CNC(=O)Cn2ccc3ccccc3c2=O)C1 (centres undefined)
 : 6 | x
C1=CN2CCC1C(c1ccccc1)C2 (centres undefined)
 : 1 | -14
Cc1cc(NC(=O)CSCc2nc(-c3cccc(F)c3)oc2C)no1
 : x | -7
O=C(NC(=S)Nc1cc(Cl)ccc1N1CCOCC1)c1ccc(-c2cccc(Cl)c2)o1
 : x | 9
CCOC(=O)c1ccc(Nc2c(CC)c(C)nc3ncnn23)cc1
 : 0 | 11
COC(=O)c1nc(-n2nc(C)cc2C)ccc1Cl
 : x | 3
CCN(CC)C(=O)CCC(=O)Nc1ccc(C(=O)OC)cc1
 : -23 | 7
CCC(=O)Nc1ccc2c(c1)ncn2-c1ccccc1
 : x | 0
CCCCCCNC(=O)c1c(O)c2cccc3c2n(c1=O)CCC3
 : -7 | -5
O=C(CSc1nnc(Cc2cc(=O)[nH]c(=O)[nH]2)n1-c1ccc(F)cc1)N1CCCCC1
 : -9 | -13
CCCOC(=O)C1[C@H]2C(=O)N(CCCOC)C[C@]23C=C[C@H]1O3 (some centres undefined)
 : 2 | 5
CCn1nc(C)c(NC(=O)/C=C/c2cnn(C)c2)c1C
 : x | -18
COc1ccc(CCN2CC(C#N)=C3c4cc(OC)c(OC)cc4CCN3C2)cc1OC
 : -24 | -2
O=C(NCc1ccco1)C1CN(S(=O)(=O)c2ccccc2)CCN1S(=O)(=O)c1ccccc1 (centres undefined)
 : 2 | 4

More compounds follow.
Each structure is followed by: RT RNaseH block | RmlCD inh mix
Cc1nc2ccccc2c(=O)n1/N=C/c1cn(-c2ccccc2)nc1-c1cccs1
 : 13 | -1
Cc1nn(C)cc1C(C(=O)NC1CCCCC1)N(C(=O)Cn1nnc2ccccc21)c1ccc(F)cc1 (centres undefined)
 : x | 2
C=C(C)CN(CC)c1nc(N)c2c(N)nc3c(c2c1C#N)CC(=O)N3C12CC3CC(CC(C3)C1)C2
 : x | 8
CC(C)Oc1ccccc1-c1nc(SCC(=O)O)n[nH]1
 : -10 | -12
O=C(NCCc1ccccc1F)[C@@H]1CSC2c3ccccc3C(=O)N21 (some centres undefined)
 : -5 | -8
CC1(C)CC(=O)c2cc(C(=O)N3CCN(CCO)CC3)c(=O)n(-c3ccc(Cl)cc3)c2C1
 : -4 | 4
O=C(O)COCCN1CCN([C@H](c2ccccc2)c2ccc(Cl)cc2)CC1
 : x | 16
